Nrf2 inh: inhibitors of Nrf2 signaling. Potency, µM (doses to about 46 µM), for inactives: at the top dose activity change, negative = inhibition, actives largely listed as inhibitors. AID 504444. 360,000 tested, 2.1% active. A549 ARE-Fluc reporter, luciferase luminescence, 18-24 h; further: potency means the concentration at half of the fitted maximal effect; on the % scale 0 is the no-effect control and ±100 the full control effect; nearly all actives have a fitted effect of over 60% in size
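Nrf2 activity is the BugLite luminescence, read 15 min after reagent at room temperature, following CellTiter-Fluor cytotoxicity readout (30 min, 37C). Compound titrations were applied for 18-24 h to 5000 A549 ARE_Fluc cells/well in 5% FBS OPTI-MEM.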
Mm-Cpn inhibitor: inhibitors of Methanococcus maripaludis chaperonin (MmCpn); 330,000 tested, 0.031% active; AID 504842; Potency, µM (highest dose often 76.9 µM), for inactives: at the top dose activity, negative = inhibition, actives largely listed as inhibitors; purified Mm-Cpn ATPase, ADP Transcreener TR-FRET; further: potency means the concentration at half of the fitted maximal effect; on the % scale 0 is the no-effect control and ±100 the full control effect; nearly all actives have a fitted effect of over 80% in size
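ATP (10 uM final) was added to archaeal chaperonin (25 nM final) after 10 min exposure to test compound at 37°C; after 30 min further incubation, ADP was detected by competitive TR-FRET.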
A549 tox: kills or reduces viability of A549 cells in Nrf2 counter-screen; A549 ARE-Fluc cells, CellTiter-Fluor viability, 18-24 h; Potency, µM (titrated, usually from 46 µM), for the others: top-dose activity change, negative = cytotoxicity, hits mostly inhibitors; 390,000 tested, 0.16% active; AID 504648; further: potency means the concentration at half of the fitted maximal effect; on the % scale 0 is the no-effect control and ±100 the full control effect
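A549 ARE-Fluc cells in 5% FBS OPTI-MEM, 5000 cells/well, rested 2 h then exposed to compounds in concentration-response for 18-24 h at 37 °C. Viability by CellTiter-Fluor fluorescence (Ex 405/Em 525) after 30 min; luciferase luminescence (BugLite, 15 min, RT) read afterwards.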
HepG2 viability: HepG2 cytotoxicity, counter-screen for TGF-b inhibitors. Potency, µM (series often up to 46.1 µM), for inactives: top-dose activity change, negative = cytotoxicity, hits mostly cytotoxic. HepG2 CAGA-GFP viability, ATP luminescence, 18 h. 410,000 tested, 0.76% active. AID 588856; further: potency means the concentration at half of the fitted maximal effect; some results filed as inactive show a strong effect at the top dose
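HepG2 CAGA-GFP cells (1000/well, DMEM with 1% FBS) received compound, then TGF-beta at 500 pg/mL final, and were incubated 18 hours at 37 degrees C. Viability was read by CellTiter-Glo luminescence. Media-only wells were set as complete cell-killing and DMSO as no toxicity.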
CCT modulator: changes cytosolic chaperonin activity; AID 651819; 360,000 tested, 0.3% active; activity change, % (concentration not given with the values), hits read low; purified chaperonin ATPase assay, HTRF ADP detection, 30 min; in the data active means activity change below about -30%; further: on the % scale 0 is the no-effect control and ±100 the full control effect
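Enzyme 40 or 20 nM (batch-dependent) in Tris pH 7.4/KCl/MgCl2/DTT; cpd 76 uM single point; ATP 10 uM; 30 min 37 °C; Transcreener ADP HTRF detection, 30 min RT; ratio 665/615.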
S2 tox: cell viability loss in ATXN counter-screen; 400,000 tested, 0.49% active; Potency, µM (titrated, usually from 56.7 µM), usual class: cytotoxic; S2 cells (HEK-293 line with an ATXN2-luciferase reporter) viability, CellTiter-Fluor protease fluorescence, 24 h; further: potency means the concentration at half of the fitted maximal effect; nearly all actives have a fitted effect of over 40% in size
Nrf2 activator: activators of Nrf2 (ARE) signaling; AREc32 ARE-luciferase reporter (MCF7-derived line), luminescence, 24 h; Potency, µM (titrated, usually from 46.1 µM), for the others: at the top dose activation, hits mostly activators; 410,000 tested, 0.31% active; further: potency means the concentration at half of the fitted maximal effect; % of control where 0% means no effect; nearly all actives have a fitted effect of over 65% in size
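ARE-driven firefly luciferase activity in AREc32 cells measured after a 24 hr compound exposure at 37 deg C, using Steady-Glo reagent and a 30 min room-temperature hold.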
pAkt inh: inhibitors of Akt phosphorylation; Neuro2A IGF-stimulated pAkt S473 HTRF, 20 min; stronger effect = lower value; activity change, % for hits at 50 µM; 360,000 tested, 0.32% active; in the data active means activity change below about -80%; inconclusive means mostly about -51% to -80%; further: on the % scale 0 is the no-effect control and ±100 the full control effect
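Neuro2A cells (4,500/well, DMEM with 0.5% FBS) were treated with compound at a single 50 µM final concentration, stimulated with 6 nM IGF for 20 min at 37 °C, and lysed. Phospho-Akt Ser473 was read by HTRF as 665/615 ratio ×10^4.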
TGFb inhibitor: inhibitors of TGF-b signaling; HepG2 CAGA-GFP TGF-b/SMAD3 reporter, GFP fluorescence, 18 h; TGF-beta stimulated, 500 pg/mL final; Potency, µM (series often up to 46.1 µM), without a hit: top-dose activity, negative = inhibition, most hits filed as inhibitors; 410,000 tested, 1.2% active; further: potency means the concentration at half of the fitted maximal effect; on the % scale 0 is the no-effect control and ±100 the full control effect; nearly all actives have a fitted effect of over 65% in size
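First, reporter cells (HEPG2 CAGA-GFP) rested 2 h at 37 degrees C. Next, compounds were pinned in and TGF-beta added to 500 pg/mL final. After 18 h, GFP was imaged per cell and summed per well.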
An asterisk follows results filed as active; i = inactive; u = inconclusive; x = not tested or not shown. Unless noted, the call rests on the fitted dose curve; in most records, active means well fitted curve in the direction sought with a large enough effect; inconclusive means small, poorly fitted or top-dose-only effect, or another doubt; inactive means no such curve, though single readings can be large; an effect the other way counts as inactive or inconclusive.

SMILES	Nrf2 inh	Mm-Cpn inhibitor	A549 tox	HepG2 viability	CCT modulator	S2 tox	Nrf2 activator	pAkt inh	TGFb inhibitor
CCC(C(N)=NCCc1ccc(OC)c(OC)c1)c1ccccc1 (stereo unspecified)	4%	0%	1%	-27%	-1.7	i	-0.7%	i	-10%
C=CCOc1ccc(CN(C)C(=O)CN2C(=O)c3ccccc3C2=O)cc1	13%	-4%	-18%	0%	0.6	i	0.0%	i	-3%
CCOc1ccc(-c2cc(OC(=O)c3ccc(F)cc3)c3c(C)oc(C)c3c(=O)c2)cc1	7%	x	-6%	-9%	x	x	7.4%	x	19%
CCN1CCN(S(=O)(=O)c2ccc(OC)c3ccccc23)CC1	4%	2%	9%	-1%	0.1	i	-0.1%	i	-28%
COc1cc(-c2nnc(-c3ccc(S(=O)(=O)c4ccccc4)cc3)o2)cc(OC)c1OC	-17%	-5%	-2%	-16%	-4.2	i	0.2%	i	-2%
O=C(COC(=O)c1n[nH]c(=O)c2ccccc12)NC1CCCCC1	16%	0%	1%	11%	-0.9	i	-0.6%	i	3%
Cc1cccc(N=C(N2CCOCC2)P(=O)(N2CCOCC2)N2CCOCC2)c1	-14%	-1%	-5%	0%	-2.4	i	-0.1%	i	-16%
O=C(CSc1nc2c([nH]c3ccccc32)c(=O)n1-c1cccc(Cl)c1)c1ccccc1	x	x	-2%	-4%	x	i	-0.3%	x	-10%
Cc1cccc(NC(=O)CNc2cc(C)ccc2C)c1	18%	1%	1%	-3%	-0.1	i	2.0%	i	-18%
Cc1nnc(-c2ccccc2)c[n+]1[O-]	-6%	0%	-12%	-5%	-1.3	i	0.2%	i	0%
C[C@H]1CCCCO[C@@H](CN(C)S(=O)(=O)c2ccc(Cl)cc2)[C@@H](C)CN([C@@H](C)CO)C(=O)c2cc(NS(=O)(=O)c3ccccc3)ccc2O1	x	x	x	-1%	-0.9	x	0.4%	i	-2%
O=C(c1ccc(S(=O)(=O)Nc2ccccc2Cl)cc1)N1CCOCC1	-11%	0%	-7%	-4%	-1.6	i	0.1%	i	-1%
Cc1cc(C)n2nc(C(=O)Nc3ccc(S(=O)(=O)N4CCCCC4)cc3)nc2n1	x	-2%	14%	-7%	-4.8	i	-0.5%	i	4%
Cc1ccc(CS(=O)(=O)c2ccccc2-c2nnc(-c3ccc(Cl)cc3)o2)cc1	x	0%	-9%	-25%	-1.2	i	-0.7%	i	14%
O=C(Nc1c(Cl)cccc1Cl)C1CCC1	-2%	u	3%	-12%	-1.7	i	-0.1%	i	-7%
Cc1nc(NC(=O)CC(C)C)sc1-c1csc(Nc2ccc(Cl)cc2)n1	u	-25%	-19%	-18%	0.8	i	5.0%	i	-1%
CCOc1ccc(NC(=O)C(C)Sc2nc3ncccc3o2)cc1 (stereo unspecified)	u	x	-1%	2%	x	i	0.6%	x	-15%
CC(C)(C)NS(=O)(=O)c1ccc2nc(NC(=O)Cc3cccs3)sc2c1	x	-2%	u	-22%	-1.6	u	2.6%	i	8%
CN(CC(=O)Nc1ccc(F)cc1)C(=O)COc1ccc([N+](=O)[O-])cc1Cl	6%	-1%	-14%	-2%	-1.7	i	3.8%	i	-3%
Cn1ccnc1C1CCCCN1Cc1nc(-c2ccc3c(c2)OCO3)no1 (stereo unspecified)	-10%	-7%	1%	-9%	-0.6	i	-0.8%	i	-5%
COc1cc2c(cc1OC)C(C)=NC1(CCCCC1)C2	1%	-6%	-1%	10%	-15	i	-0.8%	i	-3%
COc1cccc(-c2nn(-c3ccc(C)cc3)cc2C(=O)N2CCc3cc(OC)c(OC)cc3C2)c1	14%	-8%	-29%	-3%	0.1	u	-0.5%	i	-3%
CCN1CCN(CCNC(=O)c2ccc(CS(=O)(=O)c3ccccc3C)o2)CC1	-16%	1%	-15%	-24%	-2.6	i	0.4%	i	1%
O=C(NC(Nc1nc2ccc([N+](=O)[O-])cc2s1)(C(F)(F)F)C(F)(F)F)c1ccccc1Cl	1.8µM*	0%	5.8µM*	-55%	0.0	u	-0.4%	i	0.45µM*
Cc1cc(C)nc(N/N=C/c2ccccc2OCc2ccccc2)n1	-19%	1%	2%	-43%	-2.3	u	0.0%	i	u
COc1ccc(C(=O)Nc2ccnn2C2CCN(C3CCC3)CC2)cc1	7%	0%	-1%	5%	0.8	i	-0.9%	i	6%
Cn1cc(CNCc2cnc3ccccn23)c(-c2ccc(Oc3ccccc3)cc2)n1	-18%	1%	-1%	-20%	2.2	i	7.0%	i	-4%
O=S(=O)(c1cccc(C(F)(F)F)c1)N1CCN(CC(O)COCc2ccccc2)CC1 (stereo unspecified)	-14%	0%	0%	-4%	-3.3	i	0.5%	i	u
O=C(O)CCc1ccc(-c2cccs2)n1CCc1ccccc1	-10%	-2%	6%	-5%	-1.5	i	4.6%	i	-3%
O=C(Cc1ccccc1F)Nc1ccc2c(c1)CCC2	u	3%	11%	-18%	-3.5	i	0.4%	i	7%
CC(C)(C)NS(=O)(=O)c1ccc(OCC(=O)NCCC2=CCCCC2)cc1	-11%	-1%	-12%	-15%	-1.6	x	-0.4%	x	-4%
O=C(NCc1ccc(F)cc1)C1CCN(S(=O)(=O)N2CCC3(CC2)OCCO3)CC1	12%	3%	3%	0%	-3.8	i	-0.2%	i	1%
O=C1/C(=C/c2ccc(F)cc2)Oc2cc(OC(=O)N3CCOCC3)ccc21	3%	3%	2%	-23%	0.5	i	0.1%	i	-15%
COc1ccc(-c2ccc(C(=O)N3CCN(C)CC3)c3occc23)c(C)c1	x	x	x	-7%	-1.5	i	0.7%	i	9%
CCN(CC(=O)Nc1ccc(NC(C)=O)cc1)C(=O)c1cccc2ccccc12	23%	0%	1%	-2%	-1.8	i	-0.5%	i	1%
O=C(CCc1nnc2ccc(NCc3ccccc3)nn12)NC1CCCCC1	-2%	-5%	4%	-2%	-0.7	i	0.0%	i	9%
Cc1nc(SCC(=O)N2CCc3ccccc32)n[nH]1	8%	0%	-2%	-1%	-3.4	i	0.2%	i	5%
Cc1ccc(NC(=O)C(C)N=C2NS(=O)(=O)c3ccccc32)cc1 (stereo unspecified)	2%	2%	15%	-1%	-3.7	i	-0.7%	i	12%
CC(=O)N1c2ccc(S(=O)(=O)NCC3CCC(C(=O)N4CC(C)CC(C)C4)CC3)cc2CC1C (stereo unspecified)	16µM*	2%	-13%	-38%	-1.9	i	6.0%	i	u
Cc1cc2nnc(SCC(=O)NC3CCCCC3)n2c(N)n1	u	0%	11%	-4%	-1.9	i	0.2%	i	22%
CSC1=N/C(=C\c2ccccc2F)C(=O)S1	2%	0%	-8%	2%	-0.9	i	0.6%	i	-17%
CCCCC(=O)N1CCN(c2nc3ccc(OCC)cc3s2)CC1	2%	-1%	2%	-9%	0.8	i	0.3%	x	-15%
COc1ccc(S(=O)(=O)N2CCCCCC2)cc1NC(=O)CCNC(=O)c1ccccc1Cl	x	x	x	3%	1.9	i	0.1%	i	5%
O=C1OC(=O)C2C1[C@@H]1CC[C@H]2O1 (stereo partly specified)	-3%	3%	0%	6%	-0.7	i	0.4%	i	10%
COc1cc(NC(=O)COC(=O)CCc2nc3ccccc3c(=O)[nH]2)cc(OC)c1	2%	2%	1%	-14%	0.1	u	-0.3%	i	2%
COc1ccc(N2CC(NC(=O)CCCc3ccccc3)CC2=O)cc1 (stereo unspecified)	x	x	-6%	-8%	x	x	0.3%	x	0%
Cc1cc(CNC(=O)C2CCC(=O)N(CCc3ccc(Cl)cc3)C2)no1 (stereo unspecified)	2%	2%	2%	4%	-0.3	i	-0.3%	i	24%
Cc1ccc2c(CN(C)Cc3ccc(Cl)cc3Cl)cc(=O)oc2c1	0%	u	1%	-12%	0.1	i	1.3%	i	-18%
CC(=O)Nc1cn(-c2ccccc2)nc1-c1ccccc1	-7%	-2%	0%	-9%	-3.8	i	-0.1%	i	-2%
COc1cccc(CNC(=O)N2CCN(S(=O)(=O)c3ccc(Cl)cc3)CC2)c1	-2%	2%	5%	4%	0.2	i	-0.8%	i	-1%
COc1nc(NCCN2CCOCC2)nc(Nc2ccc([N+](=O)[O-])cc2)n1	-9%	-1%	0%	-15%	-4.1	i	3.1%	i	14%
Cc1cc(C)c(OCCOCCN2CCNCC2)c(C)c1	7%	0%	11%	-32%	3.3	i	2.7%	i	-1%
CCn1c(SCC(=O)NC2CCCC2)nnc1C(C)C	20%	1%	2%	-10%	-1.7	i	0.1%	i	-11%
CC1CCCCN1C(=O)CN1C(=O)CN(C)C(=O)c2ccccc21 (stereo unspecified)	-7%	2%	0%	0%	0.4	i	-0.3%	i	0%
COc1ccc(NC(=O)c2cc(C)cc(C)c2)cc1S(=O)(=O)N1CCCCC1	-20%	-13%	-5%	1%	-7.1	i	-0.3%	i	-16%
COc1cc(OC)cc(C(=O)NCC(=O)NCCN2C(=O)S/C(=C\c3ccccc3Cl)C2=O)c1	9%	1%	8%	-26%	-6.5	u	13%	i	-20%
CC1=C(C(=O)Nc2ccc(Br)cc2)C(c2ccco2)NC(=O)N1 (stereo unspecified)	10%	1%	7%	0%	0.5	i	0.8%	i	1%

Shown in CSV form: part of the list above
SMILES,Nrf2 inh,Mm-Cpn inhibitor,A549 tox,HepG2 viability,CCT modulator,S2 tox,Nrf2 activator,pAkt inh,TGFb inhibitor
COc1nc(NCCN2CCOCC2)nc(Nc2ccc([N+](=O)[O-])cc2)n1,-9%,-1%,0%,-15%,-4.1,i,3.1%,i,14%
Cc1cc(C)c(OCCOCCN2CCNCC2)c(C)c1,7%,0%,11%,-32%,3.3,i,2.7%,i,-1%

Compounds were not picked by outcome. About 4.4% of those tested had a hit in this group.
